Source: PubChem BioAssay
LGR2 inh = inhibitors of bursicon-induced Drosophila LGR2 receptor cAMP signaling. inhibition, % at 9.99 µM. HEK293 LGR2, CRE-luciferase, bursicon-stimulated, 4 h. actives 0.35% (n = 380,000);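 active means drop in luminescence signal, shown as inhibition above about 50% in the replicate tests, limit read from the data, passing the limit was not always enough; inconclusive means probably only some replicates passing the limit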;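 further: agonist challenge used bursicon conditioned medium at about half maximal strength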
S100A4 MyoIIA = inhibitors of human S100A4 binding to myosin IIA peptide. P26447. S100A4/TAMRA-MyoIIA peptide fluorescence polarization. inhibition, % at 10.7 µM. actives 0.14% (n = 360,000). AID 652163;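 active means mean inhibition of at least 70% across replicates, with every replicate also reaching that level; inconclusive means mean inhibition reaches 70% but some replicates fall short; inactive means mean inhibition below 70%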
Target sequence (P26447 whole entry, looked up): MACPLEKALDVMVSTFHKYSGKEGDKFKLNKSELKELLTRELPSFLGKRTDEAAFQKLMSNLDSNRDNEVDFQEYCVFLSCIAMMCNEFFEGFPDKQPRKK
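Material: S100A4 monomer (human). Medium: Calcium-containing HEPES buffer, pH 7.2. Probe or stimulus: labelled myosin peptide probe, 5 nM. Compound dosing: one concentration per compound. Timing: polarization read 5 min after assay mix addition, stable 5–60 min. Benchmarks: DMSO as neutral control, TFP as positive control.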
CASP6 VEID inh = inhibitors of human caspase-6. AID 686996. purified caspase-6, Z-VEID-R110 cleavage fluorescence. actives 0.53% (n = 350,000). P55212. inhibition, % at 12.5 µM;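 active means mean inhibition across replicates at least about 35%, with every replicate also reaching that limit, limit read from the data; inconclusive means only one of the two criteria met; inactive means neither criterion met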;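 further: 0% = median of neutral control wells and 100% = no fluorescence left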
Target sequence (P55212 24-179 limits assumed): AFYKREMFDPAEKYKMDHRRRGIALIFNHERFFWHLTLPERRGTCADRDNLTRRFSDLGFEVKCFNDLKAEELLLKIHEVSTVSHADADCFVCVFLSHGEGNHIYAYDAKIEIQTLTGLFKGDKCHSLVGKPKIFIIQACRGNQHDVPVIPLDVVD
Target sequence (P55212 194-293 limits assumed): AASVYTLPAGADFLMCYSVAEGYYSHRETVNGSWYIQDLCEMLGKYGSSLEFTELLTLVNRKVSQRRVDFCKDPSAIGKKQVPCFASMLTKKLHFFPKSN
FN deposit inh = fibronectin deposition inhibition | AH1F fibroblasts, Alexa488-fibronectin deposition fluorescence, overnight | inhibition, % at 12.6 µM | actives 0.086% (n = 350,000) | AID 743247;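 active means mean inhibition across replicates of 30% or more, regardless of how many single replicates reach that level; inconclusive means mean under 30% yet at least half of replicates reach 30%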;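 further: positive control wells lacked labelled fibronectin entirely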
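Material: AH1F fibroblast monolayer depositing Alexa488-labelled fibronectin into matrix | Input: 10000 AH1F cells/well | Medium: DMEM plus 2% serum, read in PBS | Reagent: Alexa488-fibronectin, 24 nM final in well | Compound dosing: One dose per compound, pinned | Schedule: 1 h adhesion, overnight exposure | Measured by: Fluorescence at 485 nm excitation, 525 nm emission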
SIRT5 inh = inhibitors of human sirtuin-5 desuccinylase; Q9NXA8; Purified SirT5, succinyl-peptide AMC, trypsin-coupled fluorescence; inhibition, % at 15 µM; actives 1.1% (n = 330,000); in the data active means inhibition above about 15%; inconclusive means no clear call, values can overlap the other calls
Target sequence (Q9NXA8 whole entry, looked up): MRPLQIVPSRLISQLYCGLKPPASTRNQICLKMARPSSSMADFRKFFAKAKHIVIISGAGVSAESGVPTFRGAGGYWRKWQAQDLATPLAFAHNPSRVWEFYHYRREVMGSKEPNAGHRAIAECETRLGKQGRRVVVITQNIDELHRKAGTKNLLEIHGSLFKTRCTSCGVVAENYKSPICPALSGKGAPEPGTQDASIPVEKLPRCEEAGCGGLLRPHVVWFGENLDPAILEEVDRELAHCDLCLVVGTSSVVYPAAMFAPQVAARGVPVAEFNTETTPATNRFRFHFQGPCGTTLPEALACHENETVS
Statin myotox sup = suppression of simvastatin myotoxicity | C2C12 myotubes + simvastatin, ATP luminescence, 48 h; scaled: DMSO 0, geranylgeraniol control 100 | rescue of ATP level, % at 7.49 µM | actives 0.78% (n = 330,000) | AID 602340;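 active means mean ATP rescue above about 67%, or every replicate alone reaching that limit, limit read from the data, passing the limit was not always enough; inconclusive means no clear call, values can overlap the other calls; inactive means mean under the limit and some replicate under it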;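 further: myotubes were challenged with 10 µM simvastatin during compound exposure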
esBAF inh = SWI/SNF esBAF complex inhibition. mouse ES cells, Bmi1-luciferase knock-in reporter, 24 h; 100% = twice the neutral-well signal. reporter increase, % at 12.5 µM. actives 2% (n = 350,000); in the data active means activation above about 40%; inconclusive means no clear call, values can overlap the other calls;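 further: 0% = median of the plate's neutral control wells and 100% = double that signal; a rise in the Bmi1 reporter signal indicates esBAF inhibition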
* = called active by the depositor; ? = inconclusive; . = not tested or not shown.

Start of the listing, in advance:
nr	Structure	LGR2 inh	S100A4 MyoIIA	CASP6 VEID inh	FN deposit inh
1	CCOC(=O)C1CCN(CC(=O)Nc2cc(S(=O)(=O)N3CCOCC3)ccc2C)CC1	4	-2	2	-1
2	OC(c1ccc(Cl)c(Cl)c1)c1ncc(-c2ccccc2Cl)[nH]1 (configuration not stated)	6	-1	2	6
3	CO[C@@H]1CN(C)C(=O)c2cc(NC(=O)Nc3cccc(Cl)c3)ccc2OC[C@@H](C)N(C(=O)Nc2c(C)noc2C)C[C@@H]1C	1	.	.	4
4	CN(C)CCCNC(=O)C[C@@H]1CC[C@H]2[C@H](COc3ccc(NC(=O)C4CCC4)cc3C(=O)N2C)O1	5	11	-41	0

nr	SIRT5 inh	Statin myotox sup	esBAF inh
1	1	1	3
2	.	-8	4
3	.	13	3
4	-3	-23	-1

The whole of this part, repeating the preview:
nr	Structure	LGR2 inh	S100A4 MyoIIA	CASP6 VEID inh	FN deposit inh
1	CCOC(=O)C1CCN(CC(=O)Nc2cc(S(=O)(=O)N3CCOCC3)ccc2C)CC1	4	-2	2	-1
2	OC(c1ccc(Cl)c(Cl)c1)c1ncc(-c2ccccc2Cl)[nH]1 (configuration not stated)	6	-1	2	6
3	CO[C@@H]1CN(C)C(=O)c2cc(NC(=O)Nc3cccc(Cl)c3)ccc2OC[C@@H](C)N(C(=O)Nc2c(C)noc2C)C[C@@H]1C	1	.	.	4
4	CN(C)CCCNC(=O)C[C@@H]1CC[C@H]2[C@H](COc3ccc(NC(=O)C4CCC4)cc3C(=O)N2C)O1	5	11	-41	0
5	O=C(O)CCNC(=O)CCCn1nnc2ccccc2c1=O	8	-1	2	-4
6	Cc1noc(C)c1S(=O)(=O)N(C)C[C@H]1Oc2ccc(NS(=O)(=O)c3ccccc3)cc2CC(=O)N([C@H](C)CO)C[C@H]1C	24	-3	1	.
7	O=C(c1ccccc1)N1CCN(Cc2ccccc2C(F)(F)F)CC1	-7	-3	4	2
8	C[C@@H]1CCCCO[C@@H](CN(C)CC2CCCCC2)[C@H](C)CN([C@@H](C)CO)C(=O)c2cc(NC(=O)c3ccccc3)ccc2O1	5	?	0	2
9	CCc1ccc(-c2cc(C)no2)cc1S(=O)(=O)Nc1cc(C)on1	12	0	1	-3
10	COc1ccc(-c2noc(N3CCCC(C(=O)Nc4ccc(F)cc4F)C3)n2)cc1 (configuration not stated)	-35	3	0	14
11	CC(=O)Nc1cccc(C(=O)OCc2ccc(C(=O)Oc3ccc(Cl)cc3)cc2)c1	-13	.	.	1
12	CC(=O)Oc1c(C(=O)c2nnc(C)o2)c(=O)n(Cc2ccccc2)c2ccccc12	1	-3	3	5
13	CC(C)NC(=O)N(C)C[C@@H]1Oc2ccc(NC(=O)Nc3ccc(F)cc3)cc2CC(=O)N([C@@H](C)CO)C[C@@H]1C	7	-10	0	.
14	O=C(Nc1ccc2[nH]c(=O)[nH]c2c1)C(F)(F)F	-5	5	0	3
15	Cc1cccc(N2C(=O)c3cccc4c(N)ccc(c34)C2=O)c1	-7	33	-19	-18

nr	SIRT5 inh	Statin myotox sup	esBAF inh
1	1	1	3
2	.	-8	4
3	.	13	3
4	-3	-23	-1
5	1	.	.
6	-3	-14	-11
7	-4	.	.
8	0	.	3
9	-1	5	-9
10	-1	-2	22
11	.	.	3
12	-6	.	.
13	0	14	6
14	-3	.	.
15	0	6	9

Next records:
nr	Structure	LGR2 inh	S100A4 MyoIIA	CASP6 VEID inh	FN deposit inh
16	CC(=O)c1cccc(Oc2ncccn2)c1	-5	-7	1	-2
17	COc1ccc2c(c1)OC[C@H]1[C@H]2N2C(=O)c3cc(OC)ccc3NC(=O)[C@@]2(C)[C@H]1c1ccccc1	9	-1	3	12
18	COCCCN1C(=O)c2[nH]nc(-c3ccccc3O)c2C1c1ccc(Cl)cc1 (configuration not stated)	.	.	.	-5
19	COc1ccc(C2/C=C\CN(C(=O)CC(C)C)CC(=O)N2Cc2ccc(F)cc2)cc1 (configuration not stated)	-14	.	.	-5
20	Cc1cc(C)c(S(=O)(=O)N2CCN(C(=O)c3cccs3)CC2)c(C)c1	-16	1	3	1
21	COc1ccc(OC)c(CN2CCN(c3ccccc3OC)CC2)c1	.	.	.	3
22	CCCNc1nc2c(c(=O)n(C)c(=O)n2C)n1CCCc1ccccc1	12	-12	-2	-3
23	CCOc1ccc(C(=O)NC(C(=O)NCC(c2cccs2)N(C)C)C(C)C)cc1 (configuration not stated)	-9	0	-5	1
24	O=C1CN(S(=O)(=O)c2ccccc2)C[C@H]2[C@H](c3ccc(Br)cc3)[C@H](CO)N12	16	0	-1	.
25	O=c1c2cc(-c3ccccc3)sc2nc2n1CCC2	.	2	-3	4
26	CCOC(=O)/C(C#N)=C\N(C)C	.	.	.	-4
27	N#Cc1ccc(C(=O)OCC(=O)NC(=O)NCc2ccccc2)cc1	10	3	2	-6
28	O=C(CCOc1cccc(Br)c1)NNC(=O)COc1ccc(F)cc1	-12	-6	2	6
29	C[C@@H]1CN([C@H](C)CO)C(=O)c2cccc(NS(=O)(=O)c3cccs3)c2O[C@@H]1CN(C)Cc1ccc(C(F)(F)F)cc1	4	-10	-1	.
30	COc1cc(C(O)c2nc(-c3csc4ccccc34)cs2)ccc1F (configuration not stated)	-20	1	3	.

nr	SIRT5 inh	Statin myotox sup	esBAF inh
16	-2	24	-10
17	.	-1	-3
18	.	8	2
19	.	-10	-1
20	1	-10	5
21	.	2	-3
22	-4	6	11
23	-1	2	1
24	-1	.	.
25	-5	.	.
26	.	1	13
27	0	-2	0
28	-4	12	.
29	10	22	-2
30	3	-82	3

(next part)
nr	Structure	LGR2 inh	S100A4 MyoIIA	CASP6 VEID inh	FN deposit inh
31	Cc1ccc(C2(SCC(N)C(=O)O)c3ccccc3-c3ccccc32)cc1 (configuration not stated)	.	-9	1	-13
32	O=C(N/N=C/c1ccc(F)cc1)c1cc(-c2ccc3c(c2)OCO3)n[nH]1	.	-2	4	4
33	O=C(CCN1C(=O)c2ccccc2C1=O)NCCC1=CCCCC1	.	.	.	-20
34	O=C(CCN1C(=O)/C(=C/c2cccs2)SC1=S)Nc1cccc(O)c1	-8	2	-7	-1
35	Cc1ccc(S(=O)(=O)Nc2ccc3c(c2)C(=O)N([C@@H](C)CO)C[C@@H](C)[C@@H](CN(C)Cc2ccncc2)OCCCC[C@@H](C)O3)cc1	-13	-2	-1	-8
36	CCOc1cc(/C=N/n2cnnc2)ccc1OS(=O)(=O)c1ccc(C)cc1	.	-4	-2	-10
37	COc1cccc(OC)c1NC(=O)Cn1nc(-c2ccc3c(c2)OCCO3)ccc1=O	-2	-2	-1	4
38	CC1=C(C(=O)N(C)C)C(c2ccccc2OC(F)F)NC(=O)N1 (configuration not stated)	.	4	-2	-1
39	Cc1noc(C)c1S(=O)(=O)Nc1ccc2c(c1)C(=O)N([C@@H](C)CO)C[C@H](C)[C@H](CN(C)Cc1ccncc1)O2	4	-8	0	.
40	CN1CCN(c2nc3ccccc3nc2C(C#N)S(=O)(=O)c2ccccc2)CC1 (configuration not stated)	20	12	0	2
41	N=c1ncn(CC(O)CN2CCOCC2)c2nc(N3CCOCC3)[nH]c12 (configuration not stated)	-3	.	.	8
42	O=C(CCS(=O)(=O)c1ccccc1)Nc1ccccc1F	2	-7	-2	2
43	O=c1c2c(nc3n1CCCCC3)sc1c(O)c(Br)ccc12	?	1	-1	.
44	CCc1cccc(C)c1NC(=O)COC(=O)Cn1c(C)csc1=O	1	-9	-1	3
45	O=C(COc1ccccc1)Nc1cc(NC(=O)COc2ccccc2)cc(C(=O)O)c1	9	1	5	1

nr	SIRT5 inh	Statin myotox sup	esBAF inh
31	-3	.	.
32	-5	.	.
33	.	2	6
34	-4	1	1
35	3	.	1
36	-4	.	.
37	1	-17	0
38	1	.	.
39	3	.	2
40	2	.	.
41	.	-17	4
42	0	.	.
43	0	-4	-24
44	-2	.	.
45	0	16	-3

Remaining list, next part.
nr	Structure	LGR2 inh	S100A4 MyoIIA	CASP6 VEID inh	FN deposit inh
46	COc1cccc(OCc2nn3c(=O)c(-c4ccccc4)nnc3s2)c1	-5	-5	-2	2
47	O=C(c1cccnc1)N1C[C@@H]2[C@H](c3ccccc31)[C@@H](CO)N2C(=O)C1CC1	17	1	1	-3
48	C[C@H]1CN([C@@H](C)CO)C(=O)Cc2cc(NS(=O)(=O)c3ccccc3)ccc2O[C@@H]1CN(C)Cc1ccc(C(F)(F)F)cc1	-4	-8	2	.
49	CO[C@H]1CN(C)C(=O)c2cc(NC(=O)C3CC3)ccc2OC[C@@H](C)N(C(=O)NC(C)C)C[C@H]1C	-3	4	-2	-19
50	CC1(C)SC2c3ccccc3C(=O)N2[C@@H]1C(=O)O (some centres not stated)	-4	1	2	2
51	CCOC(=O)N1CCN(C(=O)c2cc(COc3c(F)cccc3F)on2)CC1	5	0	-1	3
52	CCC(=O)N(C)C[C@H]1Oc2cc(C#CCN(C)C)ccc2S(=O)(=O)N([C@@H](C)CO)C[C@@H]1C	4	-1	1	-12
53	CC(C)NC(=O)N1C[C@H]2[C@@H](c3ccccc31)[C@@H](CO)N2Cc1ccccc1	0	-11	-3	.
54	COc1ccc(S(=O)(=O)N2CCc3ccccc32)cc1C(=O)Nc1cccnc1	-10	-4	-4	6
55	C=C(C)Cn1c(NCCC)nc2c1c(=O)n(C)c(=O)n2C	4	-2	0	-6
56	O=C(Cn1c2ccccc2c(=O)c2cc([N+](=O)[O-])ccc21)Nc1ccccc1Cl	-10	9	-3	3
57	CO[C@@H]1CN(C)C(=O)c2cc(NC(=O)C3CCOCC3)ccc2OC[C@H](C)N(Cc2nccs2)C[C@H]1C	14	5	2	-7
58	C[C@@H]1CCCCO[C@@H](CN(C)C(=O)Nc2ccc(F)cc2)[C@@H](C)CN([C@H](C)CO)C(=O)c2cc(NS(=O)(=O)c3ccc(Cl)cc3)ccc2O1	1	-5	-3	-3
59	CCN1C(=O)[C@@H]2[C@@H]3CN(S(=O)(=O)c4ccc(C)cc4)[C@@H](c4cccc5ccccc45)[C@@H]3C(=O)C[C@@H]2C1=O	-1	-7	-1	-7
60	COc1ccc(N(CC(=O)Nc2cccc(C)c2)S(=O)(=O)c2c(C)n[nH]c2C)cc1	.	.	.	-1

nr	SIRT5 inh	Statin myotox sup	esBAF inh
46	0	10	7
47	1	4	1
48	1	21	-6
49	-5	21	2
50	-5	3	0
51	0	7	58*
52	1	-3	2
53	1	-2	1
54	1	8	1
55	1	3	0
56	-5	.	.
57	-2	12	2
58	5	.	-2
59	3	-5	-1
60	.	11	-2

Following part.
nr	Structure	LGR2 inh	S100A4 MyoIIA	CASP6 VEID inh	FN deposit inh
61	COc1ccc(S(=O)(=O)N2CCC(C(=O)NN3CCCCC3)CC2)cc1	3	2	1	-7
62	O=C(O)c1cccc(S(=O)(=O)Nc2ccc(Oc3ccccc3)cc2)c1	-8	6	26	-9
63	CCN(C(=O)Cn1cc(C(F)(F)F)ccc1=O)c1c(N)n(Cc2ccccc2)c(=O)[nH]c1=O	13	0	-5	0
64	COc1ccc2c(c1)c(CC(=O)Nc1cccc(S(N)(=O)=O)c1)c(C)n2C(=O)c1ccc(Cl)cc1	15	-16	0	1
65	Cc1cc(OCCCCNC(C)C)cc(C(C)C)c1	6	.	.	2
66	Cc1ccc(C)c(N2CCN(C(=O)CCS(=O)(=O)c3ccc4c(c3)oc(=O)n4C)CC2)c1	6	3	-1	-13

nr	SIRT5 inh	Statin myotox sup	esBAF inh
61	3	-19	-12
62	1	0	0
63	-1	17	-1
64	17*	21	7
65	.	4	-5
66	-3	-3	2

A portion of the library; the hit share may differ from the screen's.
